# D2 antag: D2 dopamine receptor (human) antagonism; P14416; HEK293 TREx D2 cells, calcium flux, dopamine EC80; inhibition, % at 10 µM; 340,000 tested, 2% active; AID 485344; in the data active = inhibition above about 30%; note: 0% is about no effect
# Target sequence (P14416 whole entry, looked up): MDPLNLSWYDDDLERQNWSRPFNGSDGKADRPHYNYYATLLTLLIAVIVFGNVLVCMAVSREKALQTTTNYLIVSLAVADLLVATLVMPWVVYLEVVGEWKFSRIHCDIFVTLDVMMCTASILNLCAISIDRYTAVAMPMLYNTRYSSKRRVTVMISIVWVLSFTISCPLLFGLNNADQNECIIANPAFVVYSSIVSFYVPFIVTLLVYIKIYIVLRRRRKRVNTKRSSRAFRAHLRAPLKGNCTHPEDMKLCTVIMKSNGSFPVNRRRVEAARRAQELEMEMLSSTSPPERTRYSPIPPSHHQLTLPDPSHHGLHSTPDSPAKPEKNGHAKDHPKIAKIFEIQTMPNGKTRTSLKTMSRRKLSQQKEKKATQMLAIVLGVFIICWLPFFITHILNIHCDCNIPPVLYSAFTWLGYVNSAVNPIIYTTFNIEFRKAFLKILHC
#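 Calcium flux kinetic readout in an inducible HEK293 TREx D2 line plated overnight at 30 C. After 180 s compound exposure, an EC80 dopamine challenge follows with another 180 s kinetic read to detect antagonism.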
# IDH1 R132H inh: inhibitors of human mutant IDH1 R132H | O75874 | IDH1-R132H enzyme, NADPH consumption, diaphorase/resazurin fluorescence | Potency, µM (series often up to 76.6 µM), without a hit: top-dose activity change, negative = inhibition, usual class: inhibitors | 390,000 tested, 0.093% active | AID 602179; note: potency is the fitted concentration of half-maximal effect; % is set by controls: 0 for no effect and ±100 for the full control effect; nearly all actives have a fitted effect of over 65% in size
# Target sequence (O75874 whole entry R132H, stated change not applied): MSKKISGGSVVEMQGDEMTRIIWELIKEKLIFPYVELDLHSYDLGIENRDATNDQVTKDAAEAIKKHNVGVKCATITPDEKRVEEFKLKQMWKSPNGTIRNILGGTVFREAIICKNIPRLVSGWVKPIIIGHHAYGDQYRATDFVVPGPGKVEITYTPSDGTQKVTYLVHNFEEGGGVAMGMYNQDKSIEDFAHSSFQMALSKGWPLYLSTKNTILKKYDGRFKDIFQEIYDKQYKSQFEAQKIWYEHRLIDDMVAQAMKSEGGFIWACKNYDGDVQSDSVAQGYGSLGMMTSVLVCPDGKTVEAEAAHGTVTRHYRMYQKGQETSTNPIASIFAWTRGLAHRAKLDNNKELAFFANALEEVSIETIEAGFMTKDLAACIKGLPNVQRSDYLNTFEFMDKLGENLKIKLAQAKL
#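 IDH1-R132H (0.5 ug/mL dispensed) in pH 7.5 Tris buffer was preincubated 30 min with compound, then given a substrate mix of 0.016 mM NADPH and 2 mM alpha-KG for 80 min at room temperature; remaining NADPH was read by diaphorase/resazurin fluorescence.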
# D2 agonist: D2 dopamine receptor (human) agonism; P14416; HEK293 T-REx D2 cells, calcium flux agonist mode; activation, % at 2 µM; 340,000 tested, 0.53% active; AID 485358;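 active = activation over 3 SD above normal in the single-dose calcium agonist read, cut at about 30% in these data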; note: 0% is about no effect
#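 HEK293 Trex D2 cells, tetracycline-induced, o/n 30 C 5% CO2; no-wash Ca dye, RT 30–90 min; 10-cycle baseline, 23 nl cpd added, kinetic Ca read 180 s; agonist hits = positive Ca response.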
# TRHR PAM: allosteric enhancers of human TRH receptor; P34981; TRHR cells, fluo-8 calcium fluorescence, EC20 TRH enhancement; enhancement, % at 2 µM; 360,000 tested, 0.66% active; AID 493056; in the data active = enhancement above about 30%; note: 0% is about no effect
#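 TRHR-expressing cells loaded with fluo-8 calcium dye were read kinetically (ex 480/em 530) during compound addition, then stimulated with an EC20 of TRH (10 nM final). Enhancement of the Gq-mediated intracellular calcium response was scored.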
# USP1-UAF1 inh: USP1/UAF1 (human) deubiquitinase inhibition. O94782. recombinant USP1/UAF1, Ub-Rhodamine cleavage fluorescence. Potency, µM (highest dose often 57.1 µM), for the others: at the highest dose activity change, negative = inhibition, usual class: inhibitors. 390,000 tested, 0.23% active. AID 743255; note: potency is the fitted concentration of half-maximal effect; % is set by controls: 0 for no effect and ±100 for the full control effect; nearly all actives have a fitted effect of over 60% in size; inactives centre near -12
#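 USP1/UAF1 complex (1 nM) preincubated 15 min at room temperature with compound, then Ub-Rho substrate (150 nM final) added. Kinetic fluorescence at 480/540 nm over 6 reads at 60 s intervals; 50 mM HEPES pH 7.8, 0.5 mM EDTA, 0.1 mg/ml BSA, 1 mM TCEP, 0.01% Tween-20.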
# TRHR ag: agonists of human TRH receptor | P34981 | TRHR cells, calcium flux fluo-8, FDSS agonist mode | activation, % at 2 µM | 360,000 tested, 0.18% active; in the data active = activation above about 30%; note: 0% is about no effect
#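 TRHR-expressing cells loaded with fluo-8 calcium dye; 23 nL library compound pin-transferred, kinetic FDSS fluorescence (Ex 480/Em 530) recorded about 180 s for agonist-induced calcium release, before a 10 nM TRH EC20 addition for potentiator mode.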
# rTrxR1 inhibitor: blocks rat thioredoxin reductase 1; recombinant rTrxR1, NADPH fluorescence consumption, selenite substrate; O89049; Potency, µM (doses to about 114 µM), inactives show at the top dose activity change, negative = inhibition, usual class: inhibitors; 390,000 tested, 1% active; note: potency is the fitted concentration of half-maximal effect; % is set by controls: 0 for no effect and ±100 for the full control effect; nearly all actives have a fitted effect of over 65% in size
#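 Rat TrxR1 (90 nM in the dispensed reagent) was pre-reduced with 400 uM NADPH for 5 min at room temperature, then incubated with compound for 15 min. After 400 uM selenite was added, NADPH fluorescence (Ex 340/Em 450 nm) was followed for 8 min.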
# PI4K2A block: blocks human PI4K2A kinase activity. AID 1346378. Q9BTU6. 420,000 tested, 0.13% active. activity change, negative = inhibition, % at 76.9 µM. purified PI4K2A, ADP-Glo luminescence, 1 h; stronger effect = lower value; in the data active = activity change below about -50%; inconclusive = mostly about -30% to -49%;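 note: -100% = wells without enzyme as full effect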
#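 Compounds are screened against recombinant PI4K2A using PI as substrate and ATP, the latter dispensed at 300 microM. Reactions run one hour at ambient temperature before ADP-Glo detection; full inhibition defined by wells lacking enzyme.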
# TrxR1 substrate: is turned over as a substrate by rat TrxR1; O89049; purified TrxR1 substrate turnover, NADPH consumption readout; Potency, µM (doses to about 114 µM), for the others: at the highest dose activity change, negative = substrate turnover; 390,000 tested, 0.01% active; note: potency is the fitted concentration of half-maximal effect; % is set by controls: 0 for no effect and ±100 for the full control effect; nearly all actives have a fitted effect of over 50% in size
#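 Rat TrxR1, dispensed at 90 nM, was prereduced with 400 uM NADPH (final) for 5 min at ~22 deg C, then incubated with compound 15 min before 400 uM selenite. A first-read NADPH fluorescence drop versus no-compound background flagged substrates.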
# The depositor's hits bear a star; ? = inconclusive; . = no result given; [ ] = another dose, or the depositor's remark. Unless noted, calls come from the whole dose curve; as a rule, active = well fitted inhibition curve with a large enough effect; inconclusive = small, poorly fitted or top-dose-only effect; inactive = no such curve, though single readings can be large or run the other way. This is a random part of the collection; any-hit rate near 3.9%.
SMILES,D2 antag,IDH1 R132H inh,D2 agonist,TRHR PAM,USP1-UAF1 inh,TRHR ag,rTrxR1 inhibitor,PI4K2A block,TrxR1 substrate
CC1CCCCN1Cc1nc2c(c(=O)n(C)c(=O)n2C)n1CCCc1ccccc1 (stereo unspecified),.,0%,.,.,2%,.,-4%[57.1 µM],0,2%[57.1 µM]
Cc1nc(NC(=O)CSc2nnc(C)n2CC2CCCO2)sc1C (stereo unspecified),20,4%,0.0,-1,6%,0.7,-8%,10,-9%
O=C(COC(=O)c1ccccc1Cc1ccccc1)NC1CCS(=O)(=O)C1 (stereo unspecified),-6,1%,-0.3,-1,2%,-1.5,4%,-1,-6%
Cc1cc(C)n2nc(C(=O)N/N=C/c3cccc(Cl)c3)nc2n1,18,-8%,1.6,0,-2%,0.2,-24%,0,-19%
O=C(NC(=S)N1CCCCCC1)c1ccccc1,-3,9%,0.0,-7,-22%,0.1,-24%,3,-8%
Cc1nnc(SCC(=O)NC(=O)NCCC(C)C)s1,1,-1%,0.0,0,-19%,1.4,21%[57.1 µM],4,8%[57.1 µM]
CCn1ncc(NC(=O)Nc2cccc(C(F)(F)F)c2)c1C(N)=O,14,2%,0.5,9,-18%,0.0,-2%,0,-2%
CN(CC(=O)Nc1ccccc1Cl)C(=O)COC(=O)c1ccc(C(F)(F)F)cc1,-11,4%,-0.2,-11,-5%,-1.2,0%,-2,-10%
COc1cccc(-c2ccc3c(N)c(C(=O)c4ccc(Cl)cc4)sc3n2)c1,.,-11%,17,-5,-24%,18,70%[activator],-4,24%
CCOC(=O)CSc1nnc2n(-c3ccccc3)c(=O)c3c4c(sc3n12)COC(C(C)C)C4 (stereo unspecified),.,-8%,0.9,0,-7%,-0.3,19%,2,4%

# An excerpt from above in order of heavy-atom count, highest first:
SMILES,D2 antag,IDH1 R132H inh,D2 agonist,TRHR PAM,USP1-UAF1 inh,TRHR ag,rTrxR1 inhibitor,PI4K2A block,TrxR1 substrate
CC1CCCCN1Cc1nc2c(c(=O)n(C)c(=O)n2C)n1CCCc1ccccc1 (stereo unspecified),.,0%,.,.,2%,.,-4%[57.1 µM],0,2%[57.1 µM]
Cc1nc(NC(=O)CSc2nnc(C)n2CC2CCCO2)sc1C (stereo unspecified),20,4%,0.0,-1,6%,0.7,-8%,10,-9%
O=C(NC(=S)N1CCCCCC1)c1ccccc1,-3,9%,0.0,-7,-22%,0.1,-24%,3,-8%

# More records.
SMILES,D2 antag,IDH1 R132H inh,D2 agonist,TRHR PAM,USP1-UAF1 inh,TRHR ag,rTrxR1 inhibitor,PI4K2A block,TrxR1 substrate
O=C(Cn1c(=O)oc2cc(S(=O)(=O)N3CCCCC3)ccc21)N1CCc2ccccc2C1,1,-11%,1.2,3,-18%,1.9,6%,1,0%
CCOC(=O)c1nnc(-c2ccccc2)nc1Sc1c(Cl)cccc1Cl,-6,7%,0.9,-1,-30%,0.5,0%[57.1 µM],-15,-6%[57.1 µM]
O=C(Nc1cccc(Br)c1)c1cc(S(=O)(=O)N2CCOCC2)cs1,1,1%,-1.1,-5,-20%,-1.9,20%,1,5%
Cc1nc(N2CCCCC2)sc1C(=O)c1ccc(SCCO)c([N+](=O)[O-])c1,-6,-8%,0.1,-1,-9%,-0.3,1%[57.1 µM],3,-8%[57.1 µM]
COc1ccc2nc(-c3ccco3)c(-c3ccco3)nc2c1,-7,16%,0.5,10,-15%,0.3,8.9µM*,-3,28%
Cc1cc(C(=O)N2CCC(Cc3ccccc3)CC2)ccc1[N+](=O)[O-],1,8%,-1.1,-5,-5%,0.0,13%[57.1 µM],-3,6%[57.1 µM]
CC(NC(=O)c1ccc(-c2ccccc2)cc1)C(c1ccccc1)N1CCOCC1 (stereo unspecified),-6,1%,0.5,-4,-10%,1.2,30%,-1,5%
CCN1CCN(S(=O)(=O)c2ccc(C(C)(C)C)cc2)CC1,-1,4%,0.2,1,-8%,0.3,-1%[57.1 µM],-3,2%[57.1 µM]
COCCNCc1cc(C)n(-c2cc(S(=O)(=O)N3CCOCC3)ccc2N2CCCC2)c1C,.,4%,.,.,-22%,.,-28%,5,-6%
CN(C)CCNc1ccc(CO)c2oc3ccc(O)cc3c(=O)c12,.,7%,.,.,-7%,.,19%[11.4 µM],1,10%[57.1 µM]
CC(C)(C)c1ccc(C(=O)c2c[nH]c(C(=O)NCc3ccco3)c2)cc1,7,-5%,0.3,3,-16%,0.0,15%[57.1 µM],1,9%[57.1 µM]
CCN1C(=O)C2(C(C#N)=C(N)Oc3n[nH]c(COC)c32)c2ccccc21 (stereo unspecified),19,10%,0.5,3,-13%,-0.7,-1%,-2,10%
CCCCC(=O)Nc1ccc2c(c1)oc1ccccc12,6,5%,0.5,15,-14%,0.5,17%[57.1 µM],-1,-1%[57.1 µM]
O=C(NCc1ccccc1)C1=C[C@@H](C2CCCCC2)C[C@@H](OCc2ccc(CO)cc2)O1,6,5%,0.1,0,-12%,0.6,?,-1,?
COc1ccc(-c2noc(CNC(=O)Nc3ccc(F)cc3)n2)cc1,.,3%,.,1,8%,0.2,5%[57.1 µM],-2,-5%
Cc1ccc(NC(=O)CCC(=O)N/N=C/c2cc([N+](=O)[O-])ccc2O)cc1,-7,3%,-1.3,0,-18%,0.2,-9%,1,-10%
COc1cccc(C2N(c3ccccn3)C(=O)C3CCCN32)c1OC (stereo unspecified),-6,7%,0.1,4,-11%,-0.1,-4%,-10,-4%
Cc1nc2ncnn2c(C)c1C/C=C/c1ccccc1,7,7%,2.2,-9,0%,0.3,27%[57.1 µM],-1,7%[57.1 µM]
CN(Cc1ccccc1)C(=O)CNC(=O)C12CC3CC(CC(C3)C1)C2,0,-3%,0.1,-1,-8%,1.1,-12%,8,-8%
Cc1ccc(NC2CCCN(C(=O)c3cccc(-c4ncc[nH]4)c3)C2)cc1C (stereo unspecified),11,2%,0.8,-2,-15%,-0.3,18%,1,5%
O=C(O)COc1ccccc1/C=C1\C(=O)Nc2ccc(Br)cc21,-27,3%,1.8,6,-18%,0.6,-8%[57.1 µM],-6,7%[57.1 µM]
CN(C(=O)COc1ccc(C(C)(C)C)cc1)C1CCS(=O)(=O)C1 (stereo unspecified),2,2%,-0.2,1,-9%,0.2,14%,1,4%[57.1 µM]
CSc1nc2ccc(S(=O)(=O)N3CCOCC3)cc2s1,8,0%,0.8,-8,-6%,0.1,1%,-1,1%
COc1ccc(-c2nc(NC(=O)c3cc(C(C)(C)C)nn3C)sc2C)cc1,-3,-6%,0.6,5,-21%,-0.3,35%,2,13%
O=C(Nc1nnc(-c2ccccc2Cl)o1)c1ccc(S(=O)(=O)N2CCCCCC2)cc1,-14,-2%,1.9,-4,-16%,0.9,-44%[57.1 µM],2,2%[11.4 µM]
CCc1cccc(C)c1NC(=O)COn1nnc2ccc(C(F)(F)F)cc21,14,2%,-0.2,-3,-4%,-0.4,-10%,2,-6%
Cc1cc(C)c2c(N)c(C(=O)NN3CC(=O)N(c4ccccc4F)CC3=O)sc2n1,-10,25%,-0.8,4,-11%,-0.1,-7%,12,121%[activator]
COC(=O)[C@@H](c1ccccc1)N(C)S(=O)(=O)c1cccc(S(=O)(=O)N(C)[C@@H](C(=O)OC)c2ccccc2)c1,26,9%,-0.7,0,?,1.5,1%,-5,-5%
COc1cc(C(=O)NCC(C)(C)CNC(=O)c2cc(OC)c(OC)c(OC)c2)cc(OC)c1OC,-7,9%,0.3,-3,3%,-0.6,11%,-1,-1%
COc1ccc(NC(=O)CSc2nnc(Cn3c(=O)sc4ccccc43)n2C)c(OC)c1,14,-5%,-1.4,3,-11%,0.4,7%[57.1 µM],-2,6%[57.1 µM]
Cc1ccc(C)c(OCCCC(=O)NC2CCCCC2)c1,3,4%,-1.0,-2,-13%,-0.9,8%[57.1 µM],-1,-5%[57.1 µM]
CCC(=O)N1CC2(CC(c3cccc([N+](=O)[O-])c3)=NO2)C[C@H]1C(=O)NCC(N)=O (stereo partly specified),-8,8%,0.6,2,-20%,0.3,19%,5,0%
N#CCCn1cc(C(CC(=O)c2ccccc2)C(=O)O)c2ccccc21 (stereo unspecified),4,3%,-1.0,7,-7%,-0.4,?,-3,0%
CC(=O)N=c1sccn1CC(=O)c1ccc([N+](=O)[O-])cc1,4,-1%,0.3,-7,-23%,0.6,-17%,-1,-11%
CCCOc1ccc(C(=O)NCC(c2cccs2)N(C)C)cc1 (stereo unspecified),14,-2%,-0.9,-3,0%,-0.3,6%,-4,-6%
C=CCOc1ccc(/C=C2\SC(=S)N(NS(=O)(=O)c3ccccc3)C2=O)cc1,-18,-2%,-1.2,16,-12%,-0.7,-8%[57.1 µM],-4,-6%[57.1 µM]
C=CCNc1nc2c(c(=O)[nH]c(=O)n2C)n1CCCc1ccccc1,8,8%,0.8,-1,-17%,-0.1,24%,-5,7%
Cc1ccc(C(=O)Nc2onc(C)c2C#N)cc1,-2,4%,-0.3,1,-17%,0.3,1%[57.1 µM],-5,-9%
O=C(c1ccccc1)c1ccc(N2CCNCC2)cc1,12,.,1.0,-1,.,3.5,.,.,.
Cc1nc2c(c(C)c1CCC(=O)NCc1ccc(F)cc1)c(=O)n(C)c(=O)n2C,.,-13%,1.0,-4,?,0.4,37%[activator],-3,7%
CCOC(=O)C1CCCN(CCC(=O)Nc2ccc(C)c(C)c2)C1 (stereo unspecified),18,-3%,0.2,-5,-19%,-0.3,-10%,-2,-8%

# As entered above:
# IDH1 R132H inh with N#CCCn1cc(C(CC(=O)c2ccccc2)C(=O)O)c2ccccc21 (stereo unspecified) → 3%
# PI4K2A block with CC(=O)N=c1sccn1CC(=O)c1ccc([N+](=O)[O-])cc1 → -1
# TrxR1 substrate with CCOC(=O)C1CCCN(CCC(=O)Nc2ccc(C)c(C)c2)C1 (stereo unspecified) → -8%
